# sgs1 mgt1: NCI yeast anticancer drug screen, S. cerevisiae sgs1 mgt1 strain; % growth inhibition at 50 µM; 78,000 tested, 10% active; AID 161;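 further: 0% = growth of vehicle-only cultures of the same strain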
#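 Yeast cells carrying a defined DNA-repair defect were exposed to test compounds. Growth inhibition was measured relative to vehicle-treated controls.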
# yeast cln2 rad14: NCI yeast anticancer drug screen, S. cerevisiae cln2 rad14 strain; % growth inhibition at 50 µM; AID 165; 78,000 tested, 8.3% active;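 further: 0% = growth of vehicle-only cultures of the same strain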
#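 Yeast strain cln2 rad14, bearing defects in cell cycle control and DNA repair, serves as the test system; values reflect growth inhibition compared with vehicle.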
# yeast mec2-1: NCI yeast anticancer drug screen, S. cerevisiae mec2-1 strain; 79,000 tested, 9% active; AID 157; growth inhibition, % at 50 µM;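 further: 0% = growth of vehicle-only cultures of the same strain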
#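 Vehicle-treated cultures served as reference for growth inhibition of compound-exposed mec2-1 yeast.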
# yeast rad50: NCI yeast anticancer drug screen, S. cerevisiae rad50 strain; % growth inhibition at 50 µM; 79,000 tested, 10% active;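 further: 0% = growth of vehicle-only cultures of the same strain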
#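 Yeast carrying a defined DNA repair defect were exposed to test compounds, and growth was compared with vehicle-treated controls to give percent inhibition.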
# yeast mlh1 rad18: NCI yeast anticancer drug screen, S. cerevisiae mlh1 rad18 strain. 79,000 tested, 11% active. % growth inhibition at 50 µM;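 further: 0% = growth of vehicle-only cultures of the same strain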
#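 Compound-treated yeast growth, normalised to vehicle controls. Strain bears defined DNA repair mutations.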
# bub3: NCI yeast anticancer drug screen, S. cerevisiae bub3 mutant strain; growth inhibition, % at 50 µM; 78,000 tested, 9.9% active; AID 167;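 further: 0% = growth of vehicle-only cultures of the same strain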
#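 Compounds were applied to a genetically altered yeast strain carrying a cell-cycle control defect. Growth inhibition was scored against vehicle-treated controls.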
# Numbers without * were called inactive. No stated cut-off is given here; in the data, active means growth inhibition above about 70%; inactive means the rest.
nr	Molecule	sgs1 mgt1	yeast cln2 rad14	yeast mec2-1	yeast rad50	yeast mlh1 rad18	bub3
1	COc1ccc(CC(N)=O)cc1	-12	-24	16	2	-7	-10
2	CCCCCCCCCCCCCCCCSc1nc2ccc(N=Cc3ccccc3O)cc2s1	-28	-13	1	-5	-35	2
3	NC(CS(=O)Cc1ccccc1)C(=O)O (centres undefined)	0	-30	-1	1	-7	-3
4	COc1ccc([N+](=O)[O-])cc1I	1	-48	5	24	28	30
5	CC(=O)Oc1ccc2cc(-c3ccc(OC(C)=O)c(OC(C)=O)c3)c(=O)oc2c1	-1	-3	-7	-18	-1	16
6	Brc1ccc(C(c2ccc(Br)cc2)C(Br)(Br)Br)cc1	2	-13	4	3	8	2
7	COc1ccc(C=Nc2ccc(/C=C\C(=O)O)cc2)cc1	-30	11	-38	-35	-25	-27
8	CCN(CC)Cc1cc(Oc2ccc(O)c(CN(CC)CC)c2)ccc1O	4	-23	8	11	-4	12
9	OC(CN1CCC(c2ccccc2)CC1)c1ccc(Br)cc1 (centres undefined)	83*	77*	61	88*	80*	83*
10	O=[N+]([O-])c1cccc(OCC2CO2)c1 (centres undefined)	-1	-13	-24	9	35	-2
11	CN1c2ccccc2Nc2cc(C#N)ccc21	15	-30	-8	-1	6	19
12	CC(Oc1ccc(OCC2CCCCC2)cc1)C(=O)N(CCO)CCO (centres undefined)	26	12	-20	21	7	-43

# Brought forward from above: two compounds, then new ones.
nr	Molecule	sgs1 mgt1	yeast cln2 rad14	yeast mec2-1	yeast rad50	yeast mlh1 rad18	bub3
11	CN1c2ccccc2Nc2cc(C#N)ccc21	15	-30	-8	-1	6	19
12	CC(Oc1ccc(OCC2CCCCC2)cc1)C(=O)N(CCO)CCO (centres undefined)	26	12	-20	21	7	-43
13	Nc1c(Cl)cc2c(c1Cl)Cc1c-2cc(Cl)c(N)c1Cl	4	-62	18	7	3	11
14	CCCCCCC1C=CC(CCCCCCCC(=O)O)C(/C=C/CCCCCCCC(=O)O)C1CCCCCC (centres undefined)	-10	21	-11	-11	7	-25
15	COc1cc(C)cc2c(-c3c(O)cc(O)c4c3CC(C)N[C@H]4C)cc(-c3cc(-c4c(O)cc(O)c5c4CC(C)N[C@H]5C)c4cc(C)cc(OC)c4c3O)c(O)c12 (some centres undefined)	8	19	-20	15	16	-14
16	CCCCCCCCCCCCCCCCCC(=O)c1cccs1	2	-20	10	4	-24	-4
17	O=[N+]([O-])c1ccc(NC(CO)C(O)C(O)C(O)CO)c([N+](=O)[O-])c1 (centres undefined)	-1	-6	-5	12	-7	3
18	CCCCCCCCC(NC(C)=O)C(=O)O (centres undefined)	10	-4	8	12	9	6
19	O=C(Nc1c(Cl)c(Cl)c2c(c1Cl)Cc1cc(Cl)ccc1-2)C(Cl)Cl	2	26	11	37	25	4
20	CNC(=O)OCc1c(COC(=O)NC)c(C)n(-c2ccc(Cl)cc2)c1C	83*	25	40	39	91*	85*
21	CCOC(=O)c1c(Cl)nnc(-c2ccccc2)c1-c1ccccc1	96*	92*	96*	98*	98*	97*
22	COc1cccc2c1N[S@](=O)S2	78*	30	90*	87*	70	95*
23	COC(=O)c1[nH]c(=O)[nH]c(=S)c1N	-11	-21	21	8	-16	-18
24	CCCCCCc1ccc2c3cccc4cccc(c5cccc1c52)c43	-22	-34	-16	-9	-26	-11
25	O=C(NCC(O)CNC(=O)C(F)(F)F)C(F)(F)F	9	28	8	5	-27	14
26	Cc1cn(C2CC(OC(=O)c3ccc(Cl)cc3)C(COC(=O)c3ccc(Cl)cc3)O2)c(=O)[nH]c1=O (centres undefined)	12	-19	-11	-2	4	5
27	N=C(N)SCc1cn2ccccc2n1	-63	1	-30	-37	-51	-28
28	COC(=O)c1cccc(C)c1C(=O)c1c(C)cc(C)cc1C	25	25	23	16	16	17
29	N#CC(C(=O)C(=O)Nc1ccc(Cl)cc1)c1ccccc1 (centres undefined)	32	35	9	39	53	4
30	S=C(Nc1cccc2ccccc12)N1CCCCC1	51	18	39	52	36	61
31	Nc1cc(N)[nH]c(=S)n1	14	-11	10	17	-2	-4
32	O=C1c2ccccc2C(=O)c2cc(CBr)ccc21	99*	58	90*	99*	96*	86*
33	CCOC(CN(C(C)C)C(C)C)OCC	8	14	-17	-16	15	-17
34	COC(=O)C1C(=O)CC(c2ccccc2)C1c1ccccc1 (centres undefined)	-8	16	-6	6	-1	1
35	CCOCC(NC(=O)C(CC(C)C)NC(=O)OC(C)(C)C)C(N)=O (centres undefined)	-4	-11	2	-6	12	-1
36	CN(C)CCNC(=O)c1ccc(C(=O)NCCN(C)C)c2c(C(=O)NCCN(C)C)ccc(C(=O)NCCN(C)C)c12	37	55	41	19	8	4
37	COc1ccc2c(c1)C(=O)/C(=C/c1ccc([N+](=O)[O-])o1)CO2	98*	57	38	97*	98*	90*
38	CC(=O)C1CCN(Cc2ccccc2)C1 (centres undefined)	7	-1	7	4	-22	-13
39	COc1cc(NCc2ccc3nc(N)nc(N)c3c2C)cc(OC)c1OC	1	-1	55	-8	-75	-47
40	O=S(/C=C/C=C/S(=O)(=O)c1ccccc1)c1ccccc1 (centres undefined)	30	19	24	18	74*	43
41	COc1ccc(NC(=O)CCCC(=O)CC(=O)c2ccc(Cl)cc2)c(OC)c1	-1	-20	13	33	18	-2
42	CN(C)CC1CC/C(=C\c2ccc(O)cc2)C1=O (centres undefined)	92*	78*	94*	89*	91*	92*
43	CC(=O)c1cccc(NC(=O)Oc2cc(=O)oc3ccccc23)c1	12	-5	19	6	30	38
44	CC(=O)SC1CC2CCC1C2 (centres undefined)	-17	10	-18	1	16	-20
45	O=c1[nH]n(Cc2ccccn2)c2ccc([N+](=O)[O-])cc12	-27	1	-8	4	-14	6
46	Cc1onc(-c2c(Cl)cccc2Cl)c1C(=O)SC1=NC(C)N2C(SC(=O)c3c(-c4c(Cl)cccc4Cl)noc3C)=NC(C)N12 (centres undefined)	11	12	7	27	17	19
47	Oc1cc(O)cc(O)c1	12	8	-4	16	23	69
48	CC(C)(COC(=O)Nc1cccc(Cl)c1)[N+](=O)[O-]	53	-34	6	88*	83*	66
49	CSc1nc2ccc(CN3C(=O)c4ccccc4C3=O)cc2s1	2	-13	11	20	-6	17
50	O=C(Cc1csc2[n+]1C(=O)/C(=C/c1ccc(Cl)cc1)S2)Nc1ccccc1	99*	99*	99*	99*	98*	99*
51	CC12CCC(C(Br)C1=O)C2(C)CBr (centres undefined)	20	24	6	-10	-1	9
52	OCC1OC(NC(=S)NCSCCC(F)(F)C(F)(F)C(F)(F)C(F)(F)C(F)(F)C(F)(F)F)C(O)C(O)C1O (centres undefined)	94*	66	94*	81*	92*	95*
53	C1=CC(=P(c2ccccc2)(c2ccccc2)c2ccccc2)C=C1	10	39	25	20	34	4
54	O=C(NCCCn1ccnc1[N+](=O)[O-])C(=O)NCCCn1ccnc1[N+](=O)[O-]	-20	-9	-12	9	-23	-32
55	NCCCNC/C=C/CNCCCN	3	11	0	26	-2	-1
56	O=C(c1ccc(F)cc1)c1ccc2ccccc2c1	-3	11	-1	9	5	2
57	OCc1c(-c2ccc(Cl)cc2)c(-c2ccc(Cl)cc2)c2n1CCC2	1	90*	-18	-1	-7	-2
58	O=c1[nH]c(=O)c2cccnc2[nH]1	0	28	11	7	0	4
59	COc1ccc(N)c(OC)c1	-90	13	-37	-31	-34	-40
60	O=c1[nH]c2cc([N+](=O)[O-])ccc2nc1/C=C(\O)c1cccc2ccccc12	0	0	-14	15	26	-14

# In the list so far, these have an aryl thioether with sulfur outside any ring.
nr	Molecule	sgs1 mgt1	yeast cln2 rad14	yeast mec2-1	yeast rad50	yeast mlh1 rad18	bub3
2	CCCCCCCCCCCCCCCCSc1nc2ccc(N=Cc3ccccc3O)cc2s1	-28	-13	1	-5	-35	2
49	CSc1nc2ccc(CN3C(=O)c4ccccc4C3=O)cc2s1	2	-13	11	20	-6	17

# (listing goes on)
nr	Molecule	sgs1 mgt1	yeast cln2 rad14	yeast mec2-1	yeast rad50	yeast mlh1 rad18	bub3
61	NC(=S)N/N=C/c1ccc(OC(=O)COc2ccccc2)cn1	14	7	-13	-3	10	-11
62	C=CC1(c2ccc(-c3ccccc3)cc2)OCCO1	74*	7	42	51	50	64
63	O=C(CCC(=O)OCCCl)OCCCl	-6	-8	-19	-3	-7	9
64	Cc1ccc(OP2(Oc3ccc(C)cc3)=NP(Oc3ccc(C)cc3)(Oc3ccc(C)cc3)=NP(Oc3ccc(C)cc3)(Oc3ccc(C)cc3)=N2)cc1	-18	-4	-4	11	0	3
65	[O-][n+]1onc2c1/C(=N/O)CCC2	-14	-2	5	-17	12	-4
66	CCOc1ccccc1N(CCN(C)C)C(=O)C(c1ccccc1)c1ccccc1	1	-8	-19	21	32	26
67	CCOC(=O)CNC(=O)C(Cc1ccccc1)NC(=O)c1ccccc1[N+](=O)[O-] (centres undefined)	16	16	14	23	16	-1
68	COc1ccc(OC)c2c1C1CCC(=O)N1CN2C(C)=O (centres undefined)	-37	8	2	-16	-72	-63
69	COc1ccc(/C=N/NC(=O)/C(C#N)=C/c2ccc(OC)cc2)cc1	4	-12	19	23	16	19
70	CC(=O)OCC(=O)C1(O)CCC2C3CCC4=CC(=O)CCC4(C)C3(SC#N)CC(=O)C21C (centres undefined)	27	13	20	-8	2	12
71	Oc1cc2c(cc1C(c1ccc3c(c1)OCO3)N1CCCC1)OCO2 (centres undefined)	8	-28	-9	-5	28	20
72	CCN(CC)CCOC(=O)c1ccc(N=Nc2cc(Cl)c(C)cc2O)cc1	95*	99*	99*	99*	99*	99*
73	NCCCc1ccc(C(=O)O)cc1	0	-40	2	-24	8	6
74	CC(C)C1OC2(CCCCC2)OCC1(C)C (centres undefined)	8	-8	15	23	23	21
75	O=Cc1coc2ccccc2c1=O	90*	75*	35	20	62	89*
76	COc1ccc(CC2COC(=O)[C@@H]2Cc2ccc(O)cc2)cc1OC (some centres undefined)	-14	-3	-43	-33	-8	4
77	CC1=CC(=O)/C(=C/n2c(=S)sc3ccccc32)C(=O)O1	28	23	7	-27	15	-30
78	CNC(=O)c1ccccc1N	-12	-84	-7	2	-17	1
79	NC(=O)N/N=C/c1ccc(O)cc1	1	-11	-1	5	-2	-4
80	CCOc1ccc(NC(=O)CC2C(=O)Nc3ccccc3S2=O)cc1 (centres undefined)	-1	14	-19	-2	-18	2
81	ClC1=C(/C=N/N2CCN(/N=C/C3=C(Cl)c4ccccc4CC3)CC2)CCc2ccccc21	9	-29	-7	-6	-18	-4
82	c1ccc(CN(CCN2CCCCC2)c2ccccn2)cc1	12	-13	21	26	39	23
83	COC(=O)C(=O)C1(c2ccccc2)C(=O)C(c2ccccc2)=CC1O (centres undefined)	10	1	10	15	19	8
84	COc1ccc(/C=N/N2CN(C(C)C(=O)O)B(NC34CC5CC(CC(C5)C3)C4)N=C2N)cc1OC (centres undefined)	10	-25	-14	-17	-6	1
85	COc1ccc(OCC(=O)O)c2c1CCCC2=O	0	-6	2	5	9	-9
86	Cc1ncc(Br)c(C(=O)O)n1	3	34	19	7	53	1
87	COc1ccc(C(C)OC)cc1OC (centres undefined)	16	-17	-22	-15	-9	9
88	NC(=S)NNC(N)=S	-7	17	-13	2	24	-3
89	O=C(O)c1scc2c1CCCC2	-8	-67	-22	-2	-40	-22
90	CCn1ncc2c(=O)n3ncn(-c4ccc(Br)cc4)c3nc21	23	-14	6	-16	-5	-20
91	CC(C)(C)C(=O)C(Cc1ccccc1)C(=O)C(C)(C)C	2	17	-12	3	-2	5
92	N#CCc1nc2c(s1)C(=O)c1ccccc1C2=O	42	35	82*	71*	69	87*
93	CN(C)Cc1ccccn1	-4	-6	-17	1	3	-13
94	Cc1ccc(C(O)C2CC2)cc1 (centres undefined)	-23	11	-39	-24	-1	-22
95	O=C(O)CSc1c(Cl)c(=O)oc2ccc(Cl)cc12	20	-2	-7	30	44	17
96	c1ccc(CCc2cccnc2)nc1	-22	50	-4	26	-2	-6

# The final four records of the section above are carried over, then new ones follow:
nr	Molecule	sgs1 mgt1	yeast cln2 rad14	yeast mec2-1	yeast rad50	yeast mlh1 rad18	bub3
93	CN(C)Cc1ccccn1	-4	-6	-17	1	3	-13
94	Cc1ccc(C(O)C2CC2)cc1 (centres undefined)	-23	11	-39	-24	-1	-22
95	O=C(O)CSc1c(Cl)c(=O)oc2ccc(Cl)cc12	20	-2	-7	30	44	17
96	c1ccc(CCc2cccnc2)nc1	-22	50	-4	26	-2	-6
97	OC(Cc1cc(-c2ccccc2)n[nH]1)(c1ccccc1)c1ccccc1	4	-30	10	-22	9	-2
98	CCOc1ccc(N=Nc2c(O)n(-c3ccc(Cl)cc3)c(=S)n(-c3ccccc3)c2=O)cc1	8	0	2	-15	26	32
99	CCSC(=Nc1nc2ccc([N+](=O)[O-])cc2s1)SCC	34	14	31	44	12	26
100	O=c1ccc([N+](=O)[O-])c[nH]1.[Ag]	99*	98*	99*	100*	99*	98*

# Screening results: PubChem BioAssay, NCI
